Screening data: PubChem, The Scripps Research Institute Molecular Screening Center
GPR151 activ – activators of human GPR151 | PathHunter beta-arrestin GPR151 cells, luminescence | activation, % at 11.2 µM | 1% of 650,000 active | AID 1508602; in the data active = activation above about 4.9%;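 note: 0% = median of compound wells and 100% = cells with positive control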
* = called active by the depositor.

SMILES	GPR151 activ
CC(=O)NCC1CN(c2ccc(-c3ccc(CNCc4cn[nH]n4)cc3)c(F)c2)C(=O)O1 (stereo not given)	2.6
Cc1ncc(-c2ccnc(Nc3ccc(S(C)(=O)=O)cc3)n2)n1C(C)C	0.4

Not all compounds are listed. The share of hits here may be higher or lower than overall.
